# rCAG binder = molecules binding r(CAG) RNA repeats. inhibition, % at 3 µM. hit rate 1.3% among 370,000. r(CAG) RNA repeat, TO-PRO-1 dye displacement fluorescence;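 active means inhibition above the plate cutoff, the mean of all test compounds on that plate plus 3 SD, cut at about 35% in these data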;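 further: 0% = DMSO alone and 100% = 100 µM mitoxantrone as full dye displacement; higher means more dye released from RNA so lower well fluorescence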
# ARFGAP1 inhibitor = inhibitors of rat ARFGAP1. AID 651572. Arfgap1-stimulated ARF1 GTP hydrolysis, GDP FP detection. hit rate 0.26% among 360,000. Q62848. inhibition, % at 16.5 µM;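 active means inhibition above a per-plate limit, mean inhibition of low control wells plus 3 SD, cut at about 25% in these data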;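 further: 0% = DMSO wells with enzyme and 100% = wells lacking Arfgap1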
#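 Repeats: one replicate per compound; assay system: rat Arfgap1 catalytic domain, aa 1-136; times: enzyme reaction 120 min at 25 °C after 20 min preincubation; detection: FP of antibody-bound GDP Alexa 633 tracer, ex 620/em 688 nm; benchmarks: high control wells lacking Arfgap1, low control full reaction with DMSO; reagent: human ARF1(Δ1-17)-GTP substrate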
# ASAP1 inh = inhibitors of human ASAP1 ArfGAP activity | Q9ULH1 | ASAP1-stimulated ARF1 GTP hydrolysis, GDP FP detection | inhibition, % at 16.5 µM | hit rate 0.19% among 360,000 | AID 624377; in the data active means inhibition above about 25%;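 further: 0% = vehicle with enzyme and substrate and 100% = no enzyme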
# GC-A act = GC-A (human) enzyme activation | P16066 | activation, % at 10 µM | HEK293 GC-A cells, cGMP TR-FRET, EC30 ANP; 0% at EC30 ANP, 100% saturating ANP | AID 1671463 | hit rate 0.14% among 370,000; in the data active means activation above about 40%
# DDE Tn6 FP inh = DD(E)-Tn6 binding inhibition, primary FP screen | Fibrin DD(E) TRITC-Tn6 fluorescence polarization displacement | inhibition, % at 8.3 µM | hit rate 0.21% among 370,000 | AID 720509;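 active means inhibition above a per-campaign cutoff: mean of compounds within control limits plus 3 SD, cut at about 15% in these data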;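 further: 0% = median of all compound wells on the plate and 100% = blocking peptide control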
# ADAM10 inh = ADAM10 inhibition, QFRET primary screen | O14672 | recombinant ADAM10, EDANS/DABCYL FRET peptide cleavage, 3 h | inhibition, % at 7 µM | hit rate 0.62% among 370,000 | AID 720582;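 active means inhibition above a per-campaign cutoff equal to the mean of compounds falling between control-based bounds plus 3 SD, cut at about 20% in these data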;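 further: 0% = DMSO wells while the 100% control is not disclosed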
# Target sequence (O14672 214-748 limits assumed): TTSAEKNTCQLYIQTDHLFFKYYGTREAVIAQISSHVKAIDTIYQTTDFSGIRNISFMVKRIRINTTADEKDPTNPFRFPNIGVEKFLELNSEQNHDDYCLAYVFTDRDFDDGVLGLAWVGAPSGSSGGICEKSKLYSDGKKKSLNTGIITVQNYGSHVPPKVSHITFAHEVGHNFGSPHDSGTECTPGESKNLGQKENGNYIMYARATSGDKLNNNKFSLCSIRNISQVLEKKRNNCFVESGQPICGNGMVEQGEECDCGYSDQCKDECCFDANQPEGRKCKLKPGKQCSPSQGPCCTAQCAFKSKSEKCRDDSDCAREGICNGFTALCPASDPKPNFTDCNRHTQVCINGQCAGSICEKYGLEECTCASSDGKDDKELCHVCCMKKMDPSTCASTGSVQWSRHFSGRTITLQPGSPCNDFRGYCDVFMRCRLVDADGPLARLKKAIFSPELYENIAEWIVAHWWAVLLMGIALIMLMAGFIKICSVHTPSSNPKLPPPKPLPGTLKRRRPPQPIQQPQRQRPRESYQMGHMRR
# KLK7 zymogen act = activates the human kallikrein-7 zymogen. activation, % at 7 µM. P49862. AID 652039. hit rate 0.9% among 370,000. purified proKLK7, EDANS-DABCYL substrate fluorescence; 100% is mature enzyme control, 0% vehicle;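 active means activation above the mean of all tested compounds plus 3 SD, computed per campaign excluding outliers beyond control limits, cut at about 13% in these data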
# sPLA2-III inh = Inhibits HGIII-sPLA2 liposome hydrolysis, primary screen. QFRET BODIPY PC-A2 liposome hydrolysis, fluorescence. AID 743126. inhibition, % at 12.2 µM. hit rate 0.56% among 370,000;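 active means inhibition above mean plus 3 SD of compounds lying within the high and low control bounds, cut at about 19% in these data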;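 further: 0% = median of test compound wells and 100% = no enzyme DMSO wells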
# Target sequence (Q9NZ20 whole entry, looked up): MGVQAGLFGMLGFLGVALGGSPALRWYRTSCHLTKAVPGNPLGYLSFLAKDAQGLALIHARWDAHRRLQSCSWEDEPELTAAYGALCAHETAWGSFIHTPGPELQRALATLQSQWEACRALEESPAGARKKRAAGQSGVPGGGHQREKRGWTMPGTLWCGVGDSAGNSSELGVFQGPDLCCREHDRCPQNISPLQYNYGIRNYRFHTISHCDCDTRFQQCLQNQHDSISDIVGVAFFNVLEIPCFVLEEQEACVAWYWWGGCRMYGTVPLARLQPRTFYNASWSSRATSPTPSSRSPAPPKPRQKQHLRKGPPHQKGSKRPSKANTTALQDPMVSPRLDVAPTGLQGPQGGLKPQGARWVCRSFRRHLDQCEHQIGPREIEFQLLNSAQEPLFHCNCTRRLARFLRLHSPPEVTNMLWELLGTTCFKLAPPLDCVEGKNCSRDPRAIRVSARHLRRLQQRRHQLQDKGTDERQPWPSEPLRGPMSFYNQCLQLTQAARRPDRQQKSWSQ
# GAA850 FXN act = activators of GAA850 frataxin (FXN) promoter; HEK293 lucGAA850 FXN promoter luciferase reporter, 24 h; percent of 10 µM SAHA response; activation, % at 6 µM; hit rate 0.56% among 360,000; AID 540364;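 active means activation above the average of all compounds screened plus 3 SD, cutoff fixed separately per campaign, cut at about 7.5% in these data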;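 further: 0% = DMSO wells and 100% = 10 µM SAHA wells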
# GC-B act = GC-B (human) receptor activation; HEK293-GC-B cells, CNP EC30, cGMP TR-FRET; 0% at EC30 CNP, 100% saturating CNP; activation, % at 10 µM; hit rate 0.11% among 370,000; AID 1920062;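 active means activation at 10 µM reaching about 35% in either raw or pattern-adjusted values, limit read from the data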
# * hit, by the source's call; i = inactive; x = not tested or not shown. Compounds as they come. Share with any hit: about 4.5%.
SMILES,rCAG binder,ARFGAP1 inhibitor,ASAP1 inh,GC-A act,DDE Tn6 FP inh,ADAM10 inh,KLK7 zymogen act,sPLA2-III inh,GAA850 FXN act,GC-B act
CCOC(=O)CCSc1nc(C)cc(C(F)(F)F)c1C#N,-8,3,-9,-1,1,-5,-0.3,1,0.0,1
COC(=O)c1ccc(-n2c(C)nc(=O)c(-c3ccccc3)c2C)cc1,-5,-5,5,2,2,2,-1.5,2,1.6,2
CC(C)c1c(O)cc(-c2ccncc2)n(-c2ccc(Cl)cc2)c1=O,0,2,14,1,9,3,-0.2,-2,1.8,4
O=C(NC1CCCC1)C(c1ccncc1)N(Cc1cccs1)C(=O)c1csnn1 (stereo not drawn),-2,-12,0,0,-5,-4,-0.2,-1,0.8,6
CCc1cccc2sc(N(CCCN3CCOCC3)C(=O)CS(=O)(=O)c3ccccc3)nc12,-6,16,4,-6,-2,-7,0.1,-15,1.6,-4
CCc1nc2c(OCc3ccc(Cl)cc3Cl)cccn2c1N(C)C(C)=O,2,9,-8,-7,4,3,0.5,-6,-1.8,-3
O=C(O)CCc1ccc(-c2cccs2)n1NC(=O)c1ccc(Cl)cc1,12,0,11,1,2,-9,-0.1,-6,0.8,5
O=C(Nc1ccc(Oc2ccccc2)cc1)N[C@@H](Cc1ccccc1)C(=O)O,22,-1,-13,4,0,-2,-0.1,3,-1.0,-1
COc1cccc(CNC(=O)C(=O)NCC(c2ccco2)N2CCOCC2)c1 (stereo not drawn),-6,10,-5,2,-4,-7,-0.2,15,-1.5,-3
O=C(Nc1nnc(-c2ccncc2)o1)c1ccc(Br)s1,15,-15,2,-1,-1,14,0.1,-3,0.2,-1
COc1ccccc1N1CCN(C(c2cc3ccc(C)cc3[nH]c2=O)c2nnnn2C2CCCC2)CC1 (stereo not drawn),17,10,-9,0,1,-33,1.6,1,-0.2,5
O=C(NCc1ccc2c(c1)OCO2)C1COc2ccccc2O1 (stereo not drawn),-1,1,5,2,-10,8,-0.2,-2,1.1,-3
O=C1N(Nc2ccccc2)C(c2ccc(Br)cc2)C12CCCC2 (stereo not drawn),1,7,12,-15,-6,3,-0.2,-5,0.2,-9
COc1cc(/C=N/NC(=O)C(=O)N2CCCC2)ccc1O,0,2,2,-4,-5,4,0.7,-3,-3.1,1
CC(NC(=O)c1ccco1)C(=O)OCC(=O)N1CCCCCC1 (stereo not drawn),2,-6,2,-1,7,-8,0.2,1,0.2,2
Cc1ccc(-n2nc3c(c2NC(=O)C(C)C)CS(=O)(=O)C3)c(C)c1,-2,-3,-1,-4,9,-2,-0.2,0,0.4,3
c1ccc(C2=Nc3ccccc3NC(c3ccccc3)C2)cc1 (stereo not drawn),1,-3,1,-4,-3,-31,-1.0,-2,2.2,-10
CCC1=NC(c2ccccc2)N(O)C1(C)C (stereo not drawn),1,2,4,3,8,2,-0.6,5,-3.3,1
COc1ccc(S(=O)(=O)Nc2ccc3c(c2)n(C)c(=O)n3C)cc1,-3,13,-6,1,-1,-3,0.3,6,-0.3,-1
CSc1ccccc1NC(=O)CN(C)C(=O)c1cccc(S(=O)(=O)N(C)C)c1,-2,-4,-3,-1,-10,-5,-0.4,-2,-0.4,-2

# Four entries drawn at random from the list so far, as already listed:
SMILES,rCAG binder,ARFGAP1 inhibitor,ASAP1 inh,GC-A act,DDE Tn6 FP inh,ADAM10 inh,KLK7 zymogen act,sPLA2-III inh,GAA850 FXN act,GC-B act
O=C(Nc1nnc(-c2ccncc2)o1)c1ccc(Br)s1,15,-15,2,-1,-1,14,0.1,-3,0.2,-1
CC(NC(=O)c1ccco1)C(=O)OCC(=O)N1CCCCCC1 (stereo not drawn),2,-6,2,-1,7,-8,0.2,1,0.2,2
CCc1nc2c(OCc3ccc(Cl)cc3Cl)cccn2c1N(C)C(C)=O,2,9,-8,-7,4,3,0.5,-6,-1.8,-3
COC(=O)c1ccc(-n2c(C)nc(=O)c(-c3ccccc3)c2C)cc1,-5,-5,5,2,2,2,-1.5,2,1.6,2

# (continued)
SMILES,rCAG binder,ARFGAP1 inhibitor,ASAP1 inh,GC-A act,DDE Tn6 FP inh,ADAM10 inh,KLK7 zymogen act,sPLA2-III inh,GAA850 FXN act,GC-B act
COc1ccc(C(=O)C2CCCN(Cc3cccn3-c3ccccn3)C2)cc1F (stereo not drawn),5,-2,2,-7,-5,-5,0.1,-7,-1.6,8
Cc1ccccc1NC(=O)CN1C(=O)NC2(CCCCC2)C1=O,0,-2,-7,2,-7,4,-0.6,7,-0.9,4
COc1ccc(/C=N/NC(=O)c2cc(=O)[nH]c3ccccc23)cc1OC,-4,-10,4,-4,4,-5,0.6,3,1.7,-6
O=C(CCNS(=O)(=O)c1cccc2nonc12)NC1CCCCCC1,-4,2,-2,0,3,-7,-0.4,1,-0.4,1
CCCCc1ccc(S(=O)(=O)N2CCC3(CC2)OCCO3)cc1,-6,-3,1,-1,0,1,-0.7,-4,0.8,-1
O=C(COc1ccccc1)Nn1cnc2ccccc21,2,9,-6,0,7,-2,-0.1,4,0.9,0
Cc1ccc(CN2CC(N3CCN(Cc4cccc(C)c4)CC3)CS2(=O)=O)cc1 (stereo not drawn),-1,2,-6,-2,3,-6,0.5,-8,x,2
O=C(Nc1ccc(Cl)cc1)C1Cc2c(-c3cccc(F)c3)ccnc2O1 (stereo not drawn),2,-5,-7,0,-7,10,1.5,-9,0.8,0
COc1ccc(/C(C)=N/Nc2nccnc2Cl)cc1,0,5,3,0,-5,-18,0.4,4,4.5,-4
O=C(c1ccc2noc(-c3ccccc3)c2c1)N1CCN(c2ccccc2)CC1,11,2,-3,1,-1,3,-0.2,10,0.1,1
C=CCNC1=C(Cl)C(=O)N(Cc2ccccc2)C1=O,3,-1,8,-2,4,-7,0.6,-1,0.8,5
O=C(Cc1ccc([N+](=O)[O-])cc1)Nc1cc(C(F)(F)F)cc(C(F)(F)F)c1,1,18,6,3,0,4,0.2,-23,-2.0,2
O=C(CCc1nc(-c2ccccc2F)no1)Nc1ccc(Oc2ccccc2)cc1,0,14,23,5,-7,18,0.4,-33,-1.0,1
CC(C)OCCCNC(=O)c1cc(-c2cccs2)nc2ccccc12,-4,8,-13,1,9,i,15*,3,-3.4,11
Cc1cc(C(=O)NN)c(Cl)cc1Cl,1,-8,4,-2,0,3,0.2,-13,1.3,-3
Cc1sc2nc(CSc3nnc(Cc4cccs4)n3C3CCCCC3)[nH]c(=O)c2c1C,-6,5,8,-10,2,1,-0.6,-3,-0.6,-5
O=c1[nH]c2ccc(S(=O)(=O)NCc3ccccc3)cc2[nH]1,0,-5,7,-1,-3,2,0.5,-3,2.3,-1
Cc1noc(C)c1NC(=O)N(C)C[C@@H]1Oc2ncc(C#CC3CC3)cc2C(=O)N([C@@H](C)CO)C[C@@H]1C,3,-1,-6,1,-6,-6,0.3,9,-0.7,3
C=CCn1c(COc2ccccc2)nc2ccccc21,-2,-13,0,-8,5,1,0.4,-4,2.7,-8
CCCN(CCC)c1cc(=O)nc2ccccn12,1,-4,-2,4,3,-11,0.0,6,x,-1
COc1ccc(CCn2nnnc2C(CC(C)C)N2CCC(C(N)=O)CC2)cc1OC (stereo not drawn),-4,-3,5,1,-4,4,-0.3,3,-1.1,0
COc1ccc(C2=NOC(C(=O)Nc3ccc4c(c3)OCCO4)C2)cc1OC (stereo not drawn),-5,6,-2,2,-1,-1,-0.4,-1,1.2,4
COCCn1c(SCCN2CCOCC2)nc2c1c(=O)[nH]c(=O)n2C,1,10,2,-1,4,7,-0.4,0,0.9,-2
CN(C)S(=O)(=O)c1ccc(NC(=O)Cn2c(-c3ccccc3)noc2=O)cc1,7,-9,-9,-2,0,5,0.1,-3,-0.9,-1
Cc1cc2[nH]cnc2c([N+](=O)[O-])c1C,-1,3,0,-3,5,-8,-0.3,1,1.6,0
Cc1cc2c(=O)n(CC(=O)N3CCN(c4ccc(F)cc4)CC3)cnc2s1,-1,14,5,3,-2,3,0.7,-3,1.5,6
NC(=O)CC(NC(=O)Cc1ccc(Br)cc1)c1ccc(NCCN2CCOCC2)c([N+](=O)[O-])c1 (stereo not drawn),0,-4,15,3,5,-2,-0.3,3,-1.7,1
Cc1cccc(C(=O)OCC(=O)c2csc(N3CCCCC3)n2)c1[N+](=O)[O-],6,7,6,-2,-12,-10,0.4,-9,1.1,-3
Cc1c(C(=O)NC(=S)NCc2cccnc2)oc2ccccc12,-2,7,-2,-4,4,-5,0.0,8,-2.0,5
O=C(Oc1cccnc1)c1cccc(Cl)c1,0,-7,-3,7,12,2,-0.1,-3,-2.0,5
Fc1ccc(NC(=S)NCc2ccc3c(c2)OCO3)cc1,-3,-7,7,4,-2,0,0.1,0,2.5,-6
COc1cccc(-c2nnc(NC(=O)CCS(=O)(=O)c3ccc(F)cc3)o2)c1,12,-5,5,3,10,-1,0.3,-5,1.2,2
O=C(CN1CCc2cc3c(cc2C1)OCCCO3)Nc1ccc(F)cc1,-6,7,-4,5,2,-4,0.8,-5,-1.1,-5
CC(C)(C)c1ccc(/C=C/C(=O)Nc2ncccn2)cc1,2,-8,6,4,0,-6,0.6,-4,6.0,2
O=C(CCC(=O)N1CCN(S(=O)(=O)c2cccc(F)c2)CC1)c1cccs1,-1,8,6,0,-2,-12,0.3,-6,0.2,-4
COc1ccc(CCNC(=O)C(=O)c2c(C)n(C)c3ccccc23)cc1OC,-3,4,-4,-1,4,6,0.5,10,2.6,3
CC(=O)Nc1ccc(NC(=O)c2ccc(COc3ccc(C)cc3)o2)cc1,0,8,12,5,-5,-54,3.5,14,3.2,-2
CC(C)NC(=O)CN(Cc1ccccc1)S(=O)(=O)c1ccccc1,-4,11,12,3,4,7,0.4,7,-0.6,5
Cn1c(O)c(N=NC(=O)Cn2c(C(F)(F)F)nc3ccccc32)c2ccccc21,0,-3,-13,1,4,1,0.0,0,1.9,-2
O=C1CN(C(=O)/C=C/c2cc(Br)ccc2F)CCN1,1,-9,-5,2,-2,-4,0.3,0,-1.3,-1
O=C(CSCc1ccc(F)cc1)NCc1ccco1,1,-10,7,0,4,-7,-0.7,7,1.6,2
COc1ccc(-c2c(C)n([O-])c(C)c(-c3ccccc3)[n+]2=O)cc1OC,1,-4,-5,2,4,1,-0.2,-2,3.3,-1
COc1ccc(N2CC(C(=O)Nc3nc4ccc(F)cc4s3)CC2=O)c(OC)c1 (stereo not drawn),-1,15,8,30,9,-4,0.2,-9,1.2,-1
Cc1ccccc1-c1nc(S(=O)(=O)c2ccc(Cl)cc2)c(NCCN2CCOCC2)o1,0,-9,-8,1,1,7,-1.9,-23,-1.5,-2
Cc1cccc(NC(=O)C(C)N2C(=O)C3C4CC(C(Br)C4Br)C3C2=O)c1 (stereo not drawn),5,3,-7,1,4,8,0.2,-24,2.6,-1
CCOc1ccc(N/C=C\C(=O)c2ccc3c(c2)OCO3)cc1,0,1,1,-3,-5,3,-0.2,-32,1.8,-6
COc1cccc(-c2ccc(NC(=O)C3CCCN(Cc4cnc(N(C)C)s4)C3)cc2)c1 (stereo not drawn),3,13,-10,-5,2,2,-0.4,-5,-1.3,-3
